High-throughput results as filed in PubChem BioAssay.
Chronic BCR inh: qHTS Assay to Find Inhibitors of Chronic Active B-Cell Receptor Signaling | AID 493014, 2011 | ABC-DLBCL IkBa-CBG/CBR reporter, luminescence ratio, 4 h | Potency, µM (doses to about 46.1 µM), inactives show at the top dose ratio change, negative = lower green/red ratio, actives largely listed as inhibitors | 0.05% of 340,000 active; active means well fitted inhibition curve with a large enough effect in the signal ratio, with a control signal flat, not every such curve was filed as active; inconclusive means small, poorly fitted or top-dose-only effect, or effect the other way, or a change in a side signal; the % refers to the signal ratio;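 further: potency means the concentration at half of the fitted maximal effect; plate controls were basal doxycycline-induced cells for no effect and cells given 10 µM MG132 for full effect; MG132 reads +100%, hits lower the ratio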
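TMD8 human ABC-DLBCL cells with doxycycline-inducible IκBα–green luciferase fusion and unfused red luciferase, in 0.5% FBS medium; compounds up to 46 uM, 4 h at 37C. Green/red luminescence ratio, filter-overlap corrected, fitted to concentration-response curves.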
TCR activator: Activators of T cell receptors: qHTS campaign; primary human leukocytes, anti-CD3, IL-2 HTRF, 48 h; Potency, µM (top dose mostly 9.22 µM), for the others: at the highest dose activation of IL-2 secretion, usual class: activators; 330,000 tested, under 10 active; AID 504894, 2011; further: % of control where 0% means no effect
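TCR engagement came from a-CD3 beads alone, with compounds added to primary human leukocytes for 48 hr. Secreted IL-2 bridged europium cryptate- and d2-labelled anti-IL-2 antibodies, giving FRET emission at 665nm after 320nm excitation.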
A-T KAP1 phos: qHTS Assay for Identifying a Potential Treatment of Ataxia-Telangiectasia; […] A-T fibroblasts, KAP-1 phosphorylation AlphaLISA; neocarzinostatin DNA damage 30 min before lysis; 0.19% of 320,000 active; AID 485349, 2010; Potency, µM (highest dose often 57.5 µM), for the others: top-dose activation, actives largely listed as activators; further: potency means the concentration at half of the fitted maximal effect; % of control where 0% means no effect; nearly all actives have a fitted effect of over 45% in size
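hTERT-immortalized A-T patient fibroblasts ([…]), 500 cells/well in OPTI-MEM, 1% FBS, got compounds for 60 min, then NCS for 30 min at 37C. Lysates were then assayed for phospho-KAP-1 by AlphaLISA (anti-pKAP1 donor, anti-KAP1 acceptor beads), 6 hr at 25C.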
KCNH2 WT inh: qHTS for Inhibitors of KCHN2 3.1: Wildtype qHTS | 0.37% of 340,000 active | activity change, % at 1.84 µM | Voltage-gated inwardly rectifying potassium channel KCNH2 (Homo sapiens), Q12809 | AID 720551, 2013 | U2OS, BacMam KCNH2, thallium flux FluxOr; stronger effect = lower value;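 active means maximum activity change below -70%; inconclusive means maximum activity change between -70% and -50%; inactive means maximum activity change above -50%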; further: on the % scale 0 is the no-effect control and ±100 the full control effect
Target sequence (Q12809 whole entry, looked up): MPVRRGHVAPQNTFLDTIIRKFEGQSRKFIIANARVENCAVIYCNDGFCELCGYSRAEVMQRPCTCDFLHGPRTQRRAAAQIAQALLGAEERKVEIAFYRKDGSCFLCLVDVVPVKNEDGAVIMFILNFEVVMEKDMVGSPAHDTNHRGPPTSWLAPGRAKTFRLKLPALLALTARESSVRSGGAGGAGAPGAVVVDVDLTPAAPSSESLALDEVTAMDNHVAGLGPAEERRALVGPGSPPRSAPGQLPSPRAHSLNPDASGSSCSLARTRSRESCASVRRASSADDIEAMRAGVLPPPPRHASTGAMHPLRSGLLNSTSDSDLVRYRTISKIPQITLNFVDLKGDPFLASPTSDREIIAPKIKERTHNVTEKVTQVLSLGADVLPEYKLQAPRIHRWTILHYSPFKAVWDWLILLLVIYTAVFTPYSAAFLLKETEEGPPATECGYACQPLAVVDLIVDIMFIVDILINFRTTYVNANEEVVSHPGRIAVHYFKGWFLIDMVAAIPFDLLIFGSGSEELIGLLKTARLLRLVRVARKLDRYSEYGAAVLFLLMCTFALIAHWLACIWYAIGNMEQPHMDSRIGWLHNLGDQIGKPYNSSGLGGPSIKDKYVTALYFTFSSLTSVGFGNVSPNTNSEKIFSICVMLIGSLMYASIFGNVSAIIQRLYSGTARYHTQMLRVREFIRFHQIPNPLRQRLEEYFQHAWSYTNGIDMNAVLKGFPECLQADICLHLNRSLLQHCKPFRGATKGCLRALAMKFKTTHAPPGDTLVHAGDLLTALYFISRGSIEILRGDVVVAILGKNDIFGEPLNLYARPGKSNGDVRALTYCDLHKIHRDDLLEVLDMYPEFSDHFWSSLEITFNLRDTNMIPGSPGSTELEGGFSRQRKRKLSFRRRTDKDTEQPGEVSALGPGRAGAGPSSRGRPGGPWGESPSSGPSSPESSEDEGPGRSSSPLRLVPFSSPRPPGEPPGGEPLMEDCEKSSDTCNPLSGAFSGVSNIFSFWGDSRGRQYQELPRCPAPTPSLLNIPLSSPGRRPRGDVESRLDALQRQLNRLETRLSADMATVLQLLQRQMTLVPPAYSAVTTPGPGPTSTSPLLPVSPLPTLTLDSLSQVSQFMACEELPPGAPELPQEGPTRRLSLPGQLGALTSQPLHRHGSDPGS
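U2OS cells transduced with wild-type KCNH2 virus are loaded with FluxOr dye for 45 min, and thallium flux is measured in kinetic reads before and after stimulation buffer. Rate constants are normalized to DMSO controls.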
GALK inhibitor: qHTS Assay for Inhibitors of Human Galactokinase (GALK); Purified GALK, Kinase-Glo residual ATP luminescence; Potency, µM (series often up to 57.5 µM), without a hit: at the highest dose activity change, negative = inhibition, most hits filed as inhibitors; 0.007% of 270,000 active; P51570; further: potency means the concentration at half of the fitted maximal effect; on the % scale 0 is the no-effect control and ±100 the full control effect
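ATP-depletion format; final 35 uM ATP, 100 uM D-galactose, 5 nM enzyme; pH 8.0 HEPES/Mg2+ buffer; 60 min RT; luminescence read 10 min after detection reagent.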
Tb PFK inh: qHTS Assay to Find Inhibitors of T. brucei phosphofructokinase; Potency, µM (doses to about 57.5 µM), for the others: at the highest dose activity, negative = inhibition, usual class: inhibitors; T. brucei PFK, ADP-Glo luminescence; 0.17% of 330,000 active;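 further: potency means the concentration at half of the fitted maximal effect; 0% = uninhibited 1x PFK enzyme wells and -100% = no-enzyme wells; nearly all actives have a fitted effect of over 60% in size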
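PFK 1.25 nM, F6P 0.5 mM, ATP 0.1 mM, 0.1 M TEA pH 8.0, 5 mM MgCl2, 0.01% Tween20, 0.1% BSA; 45 min RT. ADP-Glo readout. qHTS titration up to 57 uM; curves fitted, compounds curve-classed.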
FBPA coupling cs: qHTS Assay for Inhibitors of Fructose-1,6-bisphosphate Aldolase from Giardia Lamblia: Coupling assay counterscreen; coupling enzyme system counterscreen, AmpLite Red fluorescence; activity change, negative = inhibition, % at 58.2 µM, hits read low; 0.67% of 290,000 active; in the data active means activity change below about -30%; further: on the % scale 0 is the no-effect control and ±100 the full control effect
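First, compound is pin-transferred into glyceraldehyde-3-phosphate coupling-enzyme reagent at 57.5 uM final and held 10 min at RT. Next, substrate, coupling system and AmpLite Red are added. After 20 min RT, fluorescence (525/598 nm) is read.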
Giardia kill: Small Molecules that selectively kill Giardia lamblia: qHTS; Giardia lamblia trophozoite viability; activity change, % at 7.66 µM, hits read low; 0.15% of 340,000 active; AID 540267, 2011; in the data active means activity change below about -80%; inconclusive means between about -30% and that limit;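 further: parasites exposed to compound for two days anaerobically before the ATP read; on the % scale 0 is the no-effect control and ±100 the full control effect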
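ATP-content bioluminescence gauges trophozoite survival. Cells (100/well) receive compound and incubate anaerobically for 48 hrs at 37 deg C; detection reagent follows for 15-30 min at room temperature.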
MLL CXXC-DNA inh: qHTS Fluorescence Polarization Assay for Inhibitors of MLL CXXC domain - DNA interaction | MLL-CXXC / FITC-HOXA9 DNA fluorescence polarization | Potency, µM (titrated, usually from 115 µM), inactives show top-dose activity change, negative = inhibition, actives largely listed as inhibitors | 0.037% of 290,000 active; active means well fitted inhibition curve with a large enough effect in the polarisation, with a control signal flat, not every such curve was filed as active; inconclusive means small, poorly fitted or top-dose-only effect, or effect the other way, or a change in a side signal; inactive means no such curve, though single readings can be large or run the other way; the % refers to the polarisation; further: potency means the concentration at half of the fitted maximal effect
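Purified MLL-CXXC (added from a 7 uM solution) was preincubated 5 min at ambient with pinned compounds in 50 mM Tris-HCl pH 7.5, 50 mM NaCl, 1 mM DTT, 0.05% BSA. Fluorescein-labeled HOX-A9 DNA (50 nM solution) followed, 30 min, then polarization read.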
TSHR antag: Antagonists of the Thyroid Stimulating Hormone Receptor: HTS campaign; 0.2% of 330,000 active; activity change, negative = inhibition, % at 11.5 µM; TSHR-expressing cells, TSH-stimulated cAMP HTRF, 2 h; stronger effect = lower value; Thyrotropin receptor (Homo sapiens), P16473;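 active means activity change below a set negative limit, meaning inhibition stronger than a set level, cut at about -70% in these data; inconclusive means activity change between two set negative limits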; further: on the % scale 0 is the no-effect control and ±100 the full control effect
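TSHR-expressing cells, 200/well, pre-treated with compound, then stimulated with EC80 TSH (4nM final) for 2 hours at 37 deg C. cAMP measured by competitive HTRF: anti-cAMP cryptate antibody in lysis buffer plus cAMP-d2, read after 30 minutes at room temperature.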
* hit, by the source's call; ? = inconclusive; / = no result given; [ ] = dose if it differs, or a comment. Unless noted, the call rests on the fitted dose curve; in most records, active means well fitted curve in the direction sought with a large enough effect; inconclusive means small, poorly fitted or top-dose-only effect, or another doubt; inactive means no such curve, though single readings can be large; an effect the other way counts as inactive or inconclusive. This is a random part of the collection, and some 1.6% of all compounds hit somewhere here.

SMILES | Chronic BCR inh | TCR activator | A-T KAP1 phos | KCNH2 WT inh | GALK inhibitor | Tb PFK inh | FBPA coupling cs | Giardia kill | MLL CXXC-DNA inh | TSHR antag
O=C(NC1CC1)C1=C[C@@H](c2ccc3c(c2)OCO3)C[C@@H](OCCCCO)O1 | -7.4% | -3.2% | -22.6% | / | 0.0% | -9.1% | -0.3 | -6.3 | -4.9% | -6.0
CCc1cccc(NC(=O)Cn2cc3c(n2)CCCC3)c1 | ? | -0.4%[46.1 µM] | 3.8% | 5.1 | 0.3% | 8.4% | 2.3 | -13.2 | -0.9% | 8.5
Cc1ccc2cccnc2c1NC(=S)NC(=O)c1ccccc1 | ? | -2.1% | 11.4% | 0.4 | 0.0% | 0.4% | -25.8 | -23.4 | 17.5% | -3.0
Cc1cccnc1NC(=O)COc1ccc2c(c1)CCC2 | ? | -2.9% | 0.4% | -17.8 | / | -2.2% | / | -10.8 | / | -3.4
CC1(C)C(c2ccccn2)=[N+]([O-])C(C)(C)N1O | -0.2% | -2.6% | 1.5% | -1.9 | 9.1% | -0.9% | -1.0 | 5.0 | 1.7% | -0.3
COc1ccccc1NC(=O)COC(=O)/C=C/c1cccs1 | ? | 9.0% | 6.1% | -2.9 | / | -3.8% | / | -17.7 | / | 29.1
Cc1nc(-c2ccc(S(=O)(=O)N3CCN(Cc4ccccc4)CC3)s2)cs1 | 0.3% | -4.6% | 1.5% | -1.8 | / | 2.4% | -0.9 | -1.1 | 2.3% | -8.7
COc1ccc(-c2nnc3sc(C(C)N4C(=O)c5ccccc5C4=O)nn23)cc1 (stereo not drawn) | ? | 2.2%[46.1 µM] | 3.0% | 0.3 | -0.3% | 0.3% | 5.4 | -12.5 | -9.8% | -4.0
COc1cccc(COC(=O)C2CCN(C(=O)c3ccc(F)cc3)CC2)c1OC | -8.0% | -0.6% | 7.3% | 2.9 | / | -1.2% | / | -10.3 | / | -21.0
COC(=O)[C@@H](N)Cc1ccc(O)cc1 | 8.6% | / | -0.2% | / | / | -6.3% | 0.0 | / | 10.0% | 7.0
CN(CC(=O)NCCc1ccccc1)S(=O)(=O)c1ccccc1 | -0.6% | -13.7% | 4.0% | 0.3 | 10.2% | -5.9% | 2.6 | 1.2 | 14.9% | -1.8
CN(Cc1ccc(Cl)cc1)C(=O)COC(=O)c1ccc(-c2ccc(O)cc2)cc1 | -1.1% | 6.9% | -5.2% | -0.3 | / | -7.2% | / | -5.6 | / | 2.0
CCOC(=O)Cc1csc(NC(=O)CCN2C(=O)c3ccccc3C2=O)n1 | -2.6% | 3.3% | -2.1% | -6.3 | 11.8% | -4.0% | 1.4 | 11.0 | 1.1% | 1.1
CN(C)C(=O)c1ccc(NC(=O)COC(=O)/C=C/c2cccs2)cc1 | ? | 2.2% | 1.0% | 7.1 | / | -5.0% | / | -8.6 | / | -0.4
COc1ccccc1C(=O)OCCN=C1NS(=O)(=O)c2ccccc21 | -0.4% | -11.6% | 4.9% | -10.2 | 0.2% | 1.1% | -3.1 | 17.5 | -5.7% | -3.0
CCOC(=O)N1CCC(NC(=O)Cn2cccc2C(=O)c2ccccc2C)CC1 | 14.5% | -4.7% | -2.7% | -10.1 | -0.7% | 1.1% | 0.4 | 1.0 | 5.2% | 3.6
CN1C(=O)c2cccc(NC(=O)Cc3ccccc3)c2C1=O | ? | -4.1% | 5.8% | -11.2 | 2.5% | -5.0% | 5.8 | -4.8 | -6.7% | 3.0
COC(=O)c1c(NC(=O)Cn2cnc([N+](=O)[O-])n2)sc2c1CCC(C)C2 (stereo not drawn) | 1.0% | -1.2%[46.1 µM] | / | -22.1 | 2.3% | -12.6% | -13.3 | -17.6 | 6.3% | -5.1
CCOC(=O)CNc1nc2ccccc2n2c(C)nnc12 | 4.7% | / | -2.5% | -0.6 | 0.2% | 0.2% | -0.1 | 17.0 | 18.2% | -8.2
COc1ccc(C(=O)NC(=S)N2CCCC2)cc1 | -2.7% | -2.3% | -10.7% | -2.2 | -1.0% | 0.5% | / | -11.2 | 6.2% | 3.2
Cc1nnsc1NC(=O)OCc1ccc(Cl)cc1Cl | 1.2% | -9.9% | -0.8% | -15.0 | -2.1% | -1.2% | 2.7 | 5.0 | 55.6%[activator] | 33.1
O=c1c2ccccc2c(C=Nc2ccc(S(=O)(=O)Nc3ncccn3)cc2)c(O)n1-c1cccc(Cl)c1 | 6.8% | / | / | / | 6.7% | 4.5% | 2.6 | / | -1.7% | -8.3
CCN1CCN(C(=O)CSc2nc3c(c(=O)n(C)c(=O)n3C)n2C)CC1 | -3.1% | 7.0% | 4.0% | 5.4 | 0.7% | -1.5% | 0.5 | -11.7 | 13.8% | -6.4
Cc1cc(C)c2c(n1)nn1c(NCCOCCO)cc(C)nc21 | 17.8% | 3.6% | 13.7% | 2.1 | -0.5% | -3.6% | -3.4 | -5.2 | 2.6% | -1.5
O=C(NC(=S)Nc1nc2ccccc2s1)c1ccco1 | ? | 8.1%[46.1 µM] | -1.9% | -23.6 | 0.1% | -5.8% | -2.8 | ? | 9.1% | -6.7
CN(Cc1ccccc1)C(=O)CN(Cc1ccccc1)S(C)(=O)=O | 13.1% | -5.2%[46.1 µM] | / | 10.0 | -2.2% | -3.8% | -4.7 | 10.5 | -7.9% | -4.3
Cn1c(SCC(=O)NCc2ccc3c(c2)OCO3)nnc1-c1cccs1 | -3.1% | / | 2.4% | -8.8 | 5.3% | -0.5% | 0.2 | 6.2 | 2.1% | 5.4
Cc1cc(C)c(NC(=O)CSc2ccc3nnc(CCNC(=O)c4ccccc4)n3n2)c(C)c1 | -1.1% | -2.7%[46.1 µM] | 0.3% | 10.1 | 0.6% | -2.8% | 0.9 | -5.2 | -10.7% | 17.5
CC(NC(=O)CNC(=O)C1CCCCC1)c1cccc(Cl)c1 (stereo not drawn) | -0.1% | -11.0% | 4.2% | 0.9 | -2.7% | 1.3% | 2.8 | 16.2 | 17.6% | -7.7
CCCCCCN1C=CC(=C2C(=O)c3ccccc3C2=O)C=C1 | 0.1% | 2.1% | 3.5%[11.5 µM] | 5.3 | 7.1% | -5.7% | 0.3 | ? | -7.4% | 21.7
CCOC(=O)N1CCN(c2c(NCCCN(CC)Cc3ccccc3)c(=O)c2=O)CC1 | ? | / | / | 1.6 | 0.0% | 2.8% | -0.7 | -4.4 | -8.4% | 25.2
CCOc1ccccc1CNC(=O)CCCn1ccc2cc(S(=O)(=O)N3CCCC3)ccc21 | -17.9% | 2.5% | -0.8% | -2.8 | 2.5% | -2.7% | / | 19.7 | 19.1% | -5.9
O=C(OCCn1cncn1)c1cc2ccccc2oc1=O | 1.9% | -3.5% | -4.1% | 0.2 | -1.4% | 3.0% | 3.5 | 11.5 | -4.1% | 12.7
CCOc1ccccc1N(C)C(=O)c1cn(C)c(=O)c2ccccc12 | -2.0% | 2.5% | -7.0% | -7.1 | -1.5% | -2.7% | 0.8 | -11.4 | -1.5% | 5.5
C=CCCC(=O)N1CCC(CCC(=O)NC2CC2)CC1 | 5.3% | -0.3% | -3.3% | 13.8 | 1.5% | -22.3% | 4.7 | 39.8[activator] | -5.4% | 20.1
O=C1N/C(=N\S(=O)(=O)Cc2ccccc2)S/C1=C/c1cc([N+](=O)[O-])ccc1O | 6.1% | 0.6% | 5.1% | -0.8 | / | ? | 12.3 | 8.6 | 39.8%[activator] | 1.4
Cc1nn(C)cc1CNCc1ccc(OCC(O)CN(C)Cc2ccccc2)cc1 (stereo not drawn) | -13.3% | -3.1% | 0.0%[11.5 µM] | 3.2 | 7.5% | 1.4% | 1.9 | 9.6 | 1.4% | -10.1
COc1ccccc1CNC(=O)c1cc2sccc2n1C | -12.4% | -3.2% | 9.6% | -16.7 | 2.3% | 1.5% | 0.5 | -4.3 | 1.7% | 12.7
FC(F)(F)c1cccnc1N1CCN(c2ncnc3nc[nH]c23)CC1 | -11.3% | -2.6% | -0.6% | -8.0 | -2.6% | -2.5% | -1.2 | -13.2 | -0.4% | ?
O=C(c1cccc(Br)c1)N1CCCC1 | -2.1% | 7.4% | / | -5.1 | 5.1% | -2.2% | 1.8 | -8.1 | 0.6% | -5.3
Cc1csc(NC(=O)CCN2C(=O)c3ccccc3S2(=O)=O)n1 | ? | / | 5.4% | 3.4 | 1.4% | 15.5% | 4.8 | -1.0 | 5.9% | 0.2
